HEK293 tox = cytotoxicity in counter-screen for GLP-1R inverse agonists | HEK293 cAMP-luciferase reporter cells, luminescence, 24 h | Potency, µM (series often up to 38.3 µM), without a hit: at the top dose activity change, negative = inhibition, most hits filed as inhibitors | hit rate 0.13% among 410,000 | AID 624418;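 also: loss of luciferase light is scored as toxicity; potency is read from the fitted curve at half-maximal effect; % is scaled to controls: 0 for no effect and ±100 for the full control effect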
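Step one: seed cells (200 cells/uL, DMEM with 10% Nu serum, 1% pen-strep). Step two: 12-hour incubation at 37 deg C. Step three: pin 23 nL compound, incubate 24 hr. Step four: add luciferase reagent, read luminescence 12 min later.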
MCF10A rerep = inducers of DNA re-replication in MCF 10A breast cells. MCF 10A DNA re-replication, Hoechst nuclear intensity, 48 h. Potency, µM (series often up to 46.1 µM), inactives show top-dose activity, positive = re-replication, usual class: activators. hit rate 2.9% among 350,000. AID 624296; also: potency is read from the fitted curve at half-maximal effect; % of control where 0% means no effect; nearly all actives have a fitted effect of over 50% in size
IL1B secr inh = inflammasome signaling inhibition, IL-1 beta readout; THP-1 LPS/ATP IL-1B secretion, AlphaLISA, 16 h; stronger effect = lower value; activity change, % at 57.5 µM; hit rate 4.7% among 360,000; AID 743279; in the data active = activity change below about -50%; inconclusive = mostly about -30% to -49%; also: % is scaled to controls: 0 for no effect and ±100 for the full control effect
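THP-1 cells pretreated 1 hr with compounds (up to 57.5 uM final), then stimulated with LPS (250 ng/mL final) plus ATP (1.25 mM final); secreted IL-1B measured by AlphaLISA after 16 hr, decreased signal indicating inhibition.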
D3 ag = agonists of human D3 dopamine receptor; D3R DiscoveRx beta-arrestin cells, luminescence, 90 min; max activation, %; hit rate 0.58% among 410,000; AID 652048; P35462; in the data active = max activation above about 30%; also: 0% is about no effect; mostly tested at two doses, the higher about 12 µM
Target sequence (P35462 whole entry, looked up): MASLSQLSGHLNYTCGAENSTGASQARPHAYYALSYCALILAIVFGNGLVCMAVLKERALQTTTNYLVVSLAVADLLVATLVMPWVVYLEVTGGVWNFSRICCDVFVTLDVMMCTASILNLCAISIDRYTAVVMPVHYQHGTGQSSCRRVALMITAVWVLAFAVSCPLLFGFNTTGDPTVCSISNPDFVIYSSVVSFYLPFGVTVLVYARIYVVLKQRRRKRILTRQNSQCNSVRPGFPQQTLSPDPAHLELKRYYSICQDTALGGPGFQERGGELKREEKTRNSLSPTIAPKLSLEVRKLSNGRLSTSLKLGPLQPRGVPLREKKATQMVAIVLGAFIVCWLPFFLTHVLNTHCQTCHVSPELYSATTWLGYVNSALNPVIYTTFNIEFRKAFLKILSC
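Agonist-mode cell screen: cells plated at 1500/well and incubated overnight at 37 °C, then exposed to library compounds for 90 min at 37 °C. Detection reagent was added for 30–60 min at room temperature, and luminescence was read.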
KB-3-1 cytotox = KB-3-1 parental cell cytotoxicity | KB-3-1 viability, CellTiter-Glo ATP luminescence, 72 h | Potency, µM (top dose mostly 46.1 µM), without a hit: at the highest dose activity change, negative = cytotoxic, usual class: cytotoxic | hit rate 1.4% among 400,000 | AID 1347075; also: potency is read from the fitted curve at half-maximal effect; % is scaled to controls: 0 for no effect and ±100 for the full control effect; nearly all actives have a fitted effect of over 60% in size
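Parental KB-3-1 viability, qHTS format: 72 h compound exposure, 37 °C; CellTiter-Glo; media-only wells and DMSO plates as controls; concentration-effect fits on corrected data.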
SW480 rereplic = DNA re-replication induction in SW480 cells | Potency, µM (top dose mostly 46.1 µM), for inactives: at the top dose re-replication activation, actives largely listed as activators | SW480 DNA re-replication, Hoechst DNA content imaging, 48 h | hit rate 1.8% among 340,000 | AID 624297; also: potency is read from the fitted curve at half-maximal effect; % of control where 0% means no effect; nearly all actives have a fitted effect of over 55% in size
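Hoechst fluorescence of nuclei (405 nm excitation, 500-530 nm emission) measured by plate-scanning imager after 48 hr compound exposure at 37 C; re-replication scored as increased number of nuclei with elevated intensity.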
HT1080NT lethal = kills 2HG-producing HT-1080-NT fibrosarcoma cells. hit rate 1.6% among 360,000. AID 686970. Potency, µM (top dose mostly 46.1 µM), for the others: top-dose activity, negative = less viability, usual class: cytotoxic. HT-1080-NT fibrosarcoma viability, CellTiter-Glo ATP luminescence, 48 h;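 also: NT is the 2HG producing partner of a matched IDH1 knockdown line; potency is read from the fitted curve at half-maximal effect; 0% = DMSO-treated cells and -100% = media-only wells without cells; nearly all actives have a fitted effect of over 55% in size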
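Viability by CellTiter-Glo luminescence after 48 h compound exposure at 37C of HT-1080-NT cells (750/well, RPMI, 5% FBS). % activity scaled between DMSO wells and medium-only wells, then curve-fitted and categorized by curve class.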
KB-V1 cytotox = KB-V1 MDR subline cytotoxicity | Potency, µM (highest dose often 46.1 µM), for inactives: at the top dose activity change, negative = cytotoxicity, usual class: cytotoxic | KB-V1 MDR cells viability, CellTiter-Glo, 72 h | hit rate 3.4% among 400,000 | AID 1347076; also: potency is read from the fitted curve at half-maximal effect; % is scaled to controls: 0 for no effect and ±100 for the full control effect; nearly all actives have a fitted effect of over 60% in size
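Drug-selected KB-V1 cells, grown in DMEM lacking phenol red with 10% FBS, receive compound titrations; after three days at 37 degrees C, surviving cell ATP is quantified by CellTiter-Glo luminescence and responses normalized and curve-fitted.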
HT1080 IDH1KD tx = HT-1080 IDH1 knockdown cell toxicity (counter line); HT-1080 IDH1 knockdown viability, ATP luminescence, 48 h; Potency, µM (top dose mostly 46.1 µM), inactives show top-dose activity, negative = toxicity, most hits filed as cytotoxic; hit rate 2% among 360,000; AID 686971;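 also: potency is read from the fitted curve at half-maximal effect; 0% = DMSO wells and -100% = cell-free medium wells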
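Knockdown cells (IDH1KD HT-1080) received compounds 2 h after plating at 750 cells/well and were kept 48 h at 37 °C in 5% FBS RPMI. A CellTiter-Glo luminescence read gave % activity for curve fitting.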
* marks the source's active call; other numbers are inactive results; u = inconclusive; x = not tested or not shown; [ ] = dose if it differs, or a comment. Unless noted, calls follow the shape of the dose curve; as a rule, active = well fitted curve in the direction sought with a large enough effect; inconclusive = small, poorly fitted or top-dose-only effect, or another doubt; inactive = no such curve, though single readings can be large; an effect the other way counts as inactive or inconclusive. Outcome played no part in choosing rows. Share with any hit: about 11%.

molecule	HEK293 tox	MCF10A rerep	IL1B secr inh	D3 ag	KB-3-1 cytotox	SW480 rereplic	HT1080NT lethal	KB-V1 cytotox	HT1080 IDH1KD tx
Cc1ccc(CN2CCC(n3nccc3NC(=O)C3CCOC3)CC2)cc1 (stereo not drawn)	0%	-5%	7	-2	x	3%	-8%	x	6%
O=C(Nc1nc(COc2ccccc2)cs1)C1CCC1	0%	-1%	u	4	-10%	-3%	-2%	u	-6%
COc1ccc(-c2cc3nc(-c4ccccc4)cc(N4CCC(O)CC4)n3n2)cc1	u	18%	-151*	-3	-2%	-8%	18µM*	u	u
Cc1[nH]c2ccccc2c1/C=C/c1nc2ccccc2c(=O)n1CCO	-1%	u	-84*	2	12µM*	u	u	12µM*	-24%
Cc1cc(=O)oc2cc(OC(C)C(=O)NC3(C#N)CCCCC3)ccc12 (stereo not drawn)	-25%	-4%	-15	-8	5%	-6%	11%	0%	7%
COc1cc(NC(=O)c2cccs2)ccc1NC(=O)c1ccccc1Cl	-10%[0.307 µM]	12%	x	0	8%	2%	-19%	u	-24%
Cn1ccc2c(N3CCCC3)cc3c(c21)C1CCC3C1 (stereo not drawn)	-9%	x	13	-13	-22%	x	-15%	-20%	-22%
CCCc1nnc(NC(=O)C(C)N2C(=O)C3C4C=CC(C4)C3C2=O)s1 (stereo not drawn)	0%	3%	-3	-2	19%	-1%	5%	-5%	9%
CC(=O)Nc1ccc(N2C(=O)CC(c3ccccc3)CC2=O)cc1	2%	-15%	13	-1	10%	-9%	10%	-3%	9%
CCN(CC(=O)Nc1ccc(OC)cc1)CC(=O)Nc1ccc(Cl)cc1F	-1%[0.307 µM]	-1%	11	-4	21%	-4%	0%	u	-2%
Cc1ccc(C(=O)N/C(=C\c2cccs2)C(=O)NC2CCCCC2)cc1	-4%	4%	0	2	-14%	5%	-1%	18µM*	-2%
COc1cccc(NC(=O)Cn2c(=O)n(-c3ccccc3)c(=O)c3sccc32)c1	-30%	2%	-4	8	u	u	-2%	-1%	-8%
CCCNC(=O)C(CC)NC(=O)c1ccc(C#N)cc1 (stereo not drawn)	18%	1%	17	2	14%	-8%	6%	-6%	5%
Cc1ccccc1OCC(O)COc1ccccc1C	-14%	u	0	-11	0%	15%	u	-10%	-14%
O=C(c1ccc2c(c1)OCCO2)N1CCCCC1	4%	-4%	-1	1	13%	-3%	12%	u	6%
CC1CCN(C(=O)COC(=O)C2CCN(S(=O)(=O)c3c(Cl)cccc3Cl)CC2)CC1	4%	15%	-12	-1	-4%	0%	1%	-5%	-7%
CC(=O)COc1ccccc1OC(=O)c1ccco1	5%	-2%	6	1	0%	-7%	1%	u	7%
CCOC(=O)c1cc(C#N)c(C)nc1N(CC)CC	-2%	u	9	10	-6%	u	15%	-13%	2%
COC(=O)[C@@]12C[C@@H](CC(=O)NCCc3ccccc3OC)C(=O)N(Cc3cccc4ccccc34)C1=CCC(C)(C)C2	0%	x	0	-8	u	x	u	23µM*	-23%
CC(=O)c1cc2c(cc1NC(=O)C1CCC1)OCO2	10%	5%	16	0	12%	u	24%	-1%	20%
Cc1ccc2nc(C3CCN(C(=O)NCc4ccccc4)CC3)[nH]c2c1	1%	-7%	-13	0	0%	6%	-4%	-35%	-7%
COc1ccc(CCNC(=O)c2nn(C)cc2Cl)cc1	-4%	u	-2	8	-12%	u	8%	-9%	0%
CC(/C=C/c1ccc(Cl)o1)=C\C(=O)O	1%	-3%	-4	-6	7%	-6%	3%	7%	18%
CCOc1ccc(-c2nnc(N3CCCCC3)c3ccccc23)cc1	u	29%	u	0	u	6%	u	-20%	u

A second format for some results above.
Results follow in this order: HEK293 tox	MCF10A rerep	IL1B secr inh	D3 ag	KB-3-1 cytotox	SW480 rereplic	HT1080NT lethal	KB-V1 cytotox	HT1080 IDH1KD tx
- COc1cccc(NC(=O)Cn2c(=O)n(-c3ccccc3)c(=O)c3sccc32)c1
 : -30%	2%	-4	8	u	u	-2%	-1%	-8%
- CCCNC(=O)C(CC)NC(=O)c1ccc(C#N)cc1 (stereo not drawn)
 : 18%	1%	17	2	14%	-8%	6%	-6%	5%
- Cc1ccccc1OCC(O)COc1ccccc1C
 : -14%	u	0	-11	0%	15%	u	-10%	-14%
- O=C(c1ccc2c(c1)OCCO2)N1CCCCC1
 : 4%	-4%	-1	1	13%	-3%	12%	u	6%
- CC1CCN(C(=O)COC(=O)C2CCN(S(=O)(=O)c3c(Cl)cccc3Cl)CC2)CC1
 : 4%	15%	-12	-1	-4%	0%	1%	-5%	-7%
- CC(=O)COc1ccccc1OC(=O)c1ccco1
 : 5%	-2%	6	1	0%	-7%	1%	u	7%
- CCOC(=O)c1cc(C#N)c(C)nc1N(CC)CC
 : -2%	u	9	10	-6%	u	15%	-13%	2%
- COC(=O)[C@@]12C[C@@H](CC(=O)NCCc3ccccc3OC)C(=O)N(Cc3cccc4ccccc34)C1=CCC(C)(C)C2
 : 0%	x	0	-8	u	x	u	23µM*	-23%
- CC(=O)c1cc2c(cc1NC(=O)C1CCC1)OCO2
 : 10%	5%	16	0	12%	u	24%	-1%	20%
- Cc1ccc2nc(C3CCN(C(=O)NCc4ccccc4)CC3)[nH]c2c1
 : 1%	-7%	-13	0	0%	6%	-4%	-35%	-7%

(further entries)
molecule	HEK293 tox	MCF10A rerep	IL1B secr inh	D3 ag	KB-3-1 cytotox	SW480 rereplic	HT1080NT lethal	KB-V1 cytotox	HT1080 IDH1KD tx
COc1ccc(-c2cnc(SCC(=O)Nc3nc(C(C)(C)C)cs3)n2Cc2ccco2)cc1	11%	u	-14	3	u	-8%	u	u	u
CCNC(=O)CSc1nnc(-c2ccc(OC)cc2)n1CC(C)C	5%	95%[0.0737 µM]	-5	1	21%	0%	-2%	12%	12%
C=CCc1cccc(/C=N/NC(=O)COc2ccc(-n3cnnn3)cc2)c1O	-2%	-3%	33	0	2%	-6%	0%	6%	-13%
COc1ccc(-c2c(C)nn3c(C(F)(F)F)cc(-c4ccccc4)nc23)cc1	0%	x	x	7	3%	x	x	2%	x
Nc1cccc(C(=O)Nc2ccco2)c1	3%	11%	1	-8	-5%	-1%	1%	16%	1%
C[C@@H]1CN([C@@H](C)CO)C(=O)CCCn2nncc2CO[C@H]1CN(C)S(=O)(=O)c1cccc(F)c1	0%	x	14	-13	5%	x	1%	-6%	12%
C[C@H]1CCC[C@@]2(O[C@H](CCO)C[C@@H](O)[C@@H]2O)O1	2%	-6%	2	13	8%	-48%[inhibitor][9.22 µM]	10%	7%	10%
COc1ccc(CNC(=O)COC(=O)c2ccc(F)c(S(=O)(=O)N3CCCCC3)c2)cc1OC	0%	1%	28	3	6%	1%	14%	1%	11%
CCC(c1nnnn1Cc1ccco1)N(CCc1ccccc1)Cc1cc2ccc(OC)cc2[nH]c1=O (stereo not drawn)	2%	20%	0	5	0%	u	-11%	-6%	-3%
CCCn1c(N)c(N(CCOC)C(=O)c2cc(Cl)nc3ccccc23)c(=O)[nH]c1=O	7%	3%	15	5	2%	0%	1%	0%	10%
O=C(NNS(=O)(=O)c1ccccc1[N+](=O)[O-])c1cccc(Br)c1	10%	-1%	5	0	7%	-10%	4%	u	10%
Cc1ccc(NS(=O)(=O)c2cccc(C(=O)NCC(c3ccc(F)cc3)N3CCOCC3)c2)cc1 (stereo not drawn)	-11%	1%	-51*	-18	-14%	-92%[inhibitor]	u	9%	-27%
COc1ccccc1CNC(=O)COC(=O)c1cccc(S(=O)(=O)N2CCCC2)c1	1%	3%	0	5	-24%	-3%	1%	0%	4%
Cc1cc(N/C=C\c2nnnn2-c2ccc(F)cc2)no1	13%	14%	5	-3	-4%	25%	-17%	0%	-29%
Cc1ccc(CN2CC(C(=O)Nc3ccc(F)c([N+](=O)[O-])c3)CC2=O)cc1 (stereo not drawn)	-20%	8%	u	-9	-8%	u	2%	-3%	2%
C=CCOc1ccccc1CN1CCSCC1	-18%	-9%	27	-5	-15%	-3%	13%	u	7%
Cc1cc(Nc2ccccc2)nn1C(=O)c1ccccc1	10%	-1%	-5	-12	4%	1%	-1%	13%	1%
O=C(NCc1ccccc1F)c1ccc(S(=O)(=O)Nc2cccc(C(F)(F)F)c2)cc1	-15%	11%	-19	-1	-12%	8%	-24%	6%	-27%
C/C(=N\NC(=O)c1c(C)nc2ccccn12)c1ccccc1F	-3%	-2%	11	16	u	-10%	22%	0%	7%
COc1ccc(C(CNC(=O)c2cc(S(=O)(=O)NCc3ccco3)ccc2C)N(C)C)cc1 (stereo not drawn)	-7%	0%	-23	2	1%	-11%	-1%	-1%	0%
CCCOc1ccccc1C1C(C(=O)OC)=CN(C(C)C)C=C1C(=O)OC	x	u	-1	6	u	u	3%	-7%	-3%
O=C(O)c1ccccc1CSc1nc2ccccc2s1	12%	-1%	52	2	10%	5%	-5%	9%	0%
CC(C)NC(=O)C1CCC(Cn2c(=O)c3sccc3n(CC(=O)N3CCCC3)c2=O)CC1 (stereo not drawn)	-16%	x	x	4	0%	x	x	8%	x
CCc1ccc(NC(=O)c2ccc(S(=O)(=O)NCc3cccnc3)cc2)cc1	11%	u	43	-4	-17%	11%	-16%	9%	1%
